SUMO1-SIM PPI: SUMO1-SIM interaction modulation; P63165; SUMO1 binding to a labelled peptide, TR-FRET, 1 h; inhibition, % at 20 µM; 0.33% of 360,000 active; in the data active = inhibition above about 37%
NadD inh: inhibitors of Staphylococcus aureus NadD. purified NadD enzyme, colorimetric absorbance read-out. inhibition, % at 20 µM. 0.78% of 360,000 active. AID 602399; in the data active = inhibition above about 26%; also: some compounds past the cut are filed as inactive
DNMT1 block: DNMT1 (human) enzyme inhibition | 0.83% of 360,000 active | inhibition (reported as % activation of signal), % at 10 µM | AID 588458 | P26358 | DNMT1 molecular beacon, Hinp1I cleavage, fluorescence; in the data active = inhibition above about 50%
STEP block: inhibitors of human striatal-enriched phosphatase STEP. recombinant STEP, OMFP fluorogenic substrate, fluorescence. inhibition, % at 20 µM. 0.25% of 360,000 active. AID 588621;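 active = inhibition at 20 µM, scaled per plate between control wells, above about 37%, limit read from the data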;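 also: 0% = DMSO with enzyme and substrate and 100% = substrate only without enzyme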
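Assay system: isolated STEP enzyme. Buffer or medium: pH 6.0 Bis-Tris with DTT and Tween 20. Also added: fluorogenic phosphatase substrate OMFP at 25 µM final. Dosing: 20 µM, 1% DMSO. Timing: 20 min reaction, room temperature, in the dark. Measured by: fluorescence intensity, excitation 480 nm, emission 540 nm. Evaluation: normalized % inhibition.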
CSN deneddyl inh: inhibitors of human CSN-mediated cullin deneddylation; Q92905; Purified CSN, SCF-Nedd8-OG deneddylation, fluorescence polarization; inhibition, % at 12.5 µM; 0.38% of 360,000 active; AID 651999;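 active = pattern-corrected inhibition above about 35%, with an unprinted fluorescence ratio check between 0.5 and 1.5, limit read from the data, passing the limit was not always enough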;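 also: 0% = enzyme with substrate and 100% = substrate without enzyme; some results filed as inactive read as strong as hits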
Target sequence (Q92905 whole entry, looked up, one chain of several): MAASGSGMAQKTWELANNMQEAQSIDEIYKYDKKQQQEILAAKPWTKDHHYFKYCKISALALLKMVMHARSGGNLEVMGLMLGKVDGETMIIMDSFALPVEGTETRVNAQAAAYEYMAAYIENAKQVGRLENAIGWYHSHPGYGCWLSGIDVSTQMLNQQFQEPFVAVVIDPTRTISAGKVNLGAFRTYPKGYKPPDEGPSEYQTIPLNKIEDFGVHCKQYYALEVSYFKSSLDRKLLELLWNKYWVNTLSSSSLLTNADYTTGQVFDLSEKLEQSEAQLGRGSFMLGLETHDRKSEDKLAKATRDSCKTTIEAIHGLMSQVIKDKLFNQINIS
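Test system: purified human Csn5 enzyme expressed in HEK293T cells. Amount: 0.24 nM enzyme. Reagent: SCFSkp2-Nedd8OG substrate at 10 nM final. Schedule: 90 min incubation of compound, enzyme and substrate at room temperature. Detection: fluorescence polarization. Read-out: % inhibition of substrate cleavage by Csn5.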
Tb MetRS inh: blocks T. brucei methionyl-tRNA synthetase activity. purified T. brucei MetRS, ATP depletion, Kinase-Glo luminescence. inhibition, % at 11.9 µM. 0.4% of 360,000 active. AID 624268;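 active = inhibition above a per-plate cutoff of the control wells' mean inhibition plus 3 SD, cut at about 5.5% in these data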;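 also: 0% = DMSO wells median and 100% = median of wells with control inhibitor compound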
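Material: T. brucei methionyl-tRNA synthetase, purified; reagent: substrates ATP, L-methionine and bulk Escherichia coli tRNA; dosing: 11.9 µM single point; timing: 15 min plus 2 h at 25 °C; detection: luminescence of leftover ATP; evaluation: % inhibition; control set: DMSO-only wells as low control; replicates: singlicate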
Scp1 inh: Scp-1 (human) phosphatase inhibition. Recombinant Scp1, phosphopeptide, malachite green phosphate absorbance. AID 493091. inhibition, % at 20 µM. 0.88% of 340,000 active. Q9GZU7;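 active = inhibition above about 50% at 20 µM, limit read from the data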;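 also: plate controls were DMSO wells with enzyme for no effect and wells lacking enzyme for full effect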
Target sequence (Q9GZU7 76-261 limits assumed): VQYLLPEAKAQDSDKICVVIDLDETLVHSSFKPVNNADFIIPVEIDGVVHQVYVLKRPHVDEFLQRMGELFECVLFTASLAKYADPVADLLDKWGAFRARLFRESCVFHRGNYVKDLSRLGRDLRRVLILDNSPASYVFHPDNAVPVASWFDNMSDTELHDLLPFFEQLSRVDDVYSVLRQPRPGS
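Test system: SCP-1 catalytic domain; Buffer or medium: Acidic Tris acetate buffer with magnesium and detergent; Also added: Phosphorylated 17-residue peptide substrate; Compound: single 20 µM dose, 1% DMSO; Schedule: enzyme reaction 45 min at room temperature, colour 5 min, stabilisation 30 min; Signal: Phosphate-binding colour reagent, absorbance read at 630 nm.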
Rpn11 block: Rpn11 (human) deubiquitinase inhibition; O00487; human 26S proteasome, Ub4-pepOG fluorescence polarization; 20S core pre-blocked with epoxomicin; calls only at 20 µM; 0.59% of 360,000 active;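 active = inhibition at 20 µM, scaled to each plate's controls, above about 33%, limit read from the data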
Target sequence (O00487 whole entry, looked up): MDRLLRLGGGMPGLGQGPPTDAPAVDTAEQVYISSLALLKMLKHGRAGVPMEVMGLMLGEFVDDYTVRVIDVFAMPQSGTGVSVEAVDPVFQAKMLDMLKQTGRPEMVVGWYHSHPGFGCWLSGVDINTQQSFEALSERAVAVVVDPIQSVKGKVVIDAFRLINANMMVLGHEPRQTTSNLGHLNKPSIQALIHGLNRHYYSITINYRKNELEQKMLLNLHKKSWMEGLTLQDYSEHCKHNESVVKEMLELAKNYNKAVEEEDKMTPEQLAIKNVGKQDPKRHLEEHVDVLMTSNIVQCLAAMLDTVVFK
LMPTP block: blocks human LMPTP phosphatase; P24666; recombinant LMPTP-A, OMFP fluorogenic substrate, fluorescence intensity; inhibition, % at 20 µM; 0.22% of 360,000 active; AID 651560;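 active = compounds that cut the enzyme signal by at least half of the control window in the single-dose screen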;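 also: plate controls were DMSO wells with enzyme plus substrate for no effect and substrate without enzyme for full effect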
Target sequence (P24666 whole entry, looked up): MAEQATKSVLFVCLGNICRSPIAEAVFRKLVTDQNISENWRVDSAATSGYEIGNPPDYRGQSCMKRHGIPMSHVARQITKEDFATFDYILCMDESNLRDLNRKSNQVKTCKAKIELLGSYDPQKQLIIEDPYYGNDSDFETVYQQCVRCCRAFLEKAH
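test system = LMPTP-A | amount = 0.625 nM LMPTP-A final | reagent = fluorogenic phosphatase substrate OMFP at 400 µM final | incubation = 50 min at room temperature | benchmarks = no-enzyme low control, uninhibited high control | medium = Bis-Tris pH 6.0, DTT, detergent | signal = fluorescence intensity of OMFP turnover product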
MsrA inh: inhibits bovine methionine sulfoxide reductase A | 0.75% of 360,000 active | inhibition, % at 15.5 µM | purified bovine MsrA, absorbance read-out; in the data active = inhibition above about 4.5%;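 also: 0% = vehicle wells with enzyme and 100% = reference inhibitor wells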
* marks the source's active call; other numbers are inactive results; i = inactive; / = not tested or not shown.

SMILES	SUMO1-SIM PPI	NadD inh	DNMT1 block	STEP block	CSN deneddyl inh	Tb MetRS inh	Scp1 inh	Rpn11 block	LMPTP block	MsrA inh
COc1ccccc1NC(=S)N(C(C)C)C(C)c1ccccn1 (configuration not stated)	-1	-3	1	5	-3	0.2	-6	i	-0.8	-1.0
CC(C)CC(=O)Nc1ccc(-c2nc3ccccc3c(=O)[nH]2)cc1	-2	2	-4	0	-20	0.3	-6	i	-0.7	0.7
CCCOc1ccc(S(=O)(=O)n2cc(F)c(=O)[nH]c2=O)cc1	1	7	1	-3	-2	0.0	-6	i	-0.7	0.5
O=C(/C=C/c1ccco1)OCc1nnc(-c2ccc(Cl)cc2)o1	-9	0	19	2	10	-0.3	14	i	3.6	0.6
CCOC(=O)NC(=O)CSc1ccccn1	0	-7	-2	0	-1	-0.3	-9	i	-1.6	0.6
Cc1ccc(CNC(=O)c2ccc(Cl)c(S(N)(=O)=O)c2)n1C	-5	-4	-9	2	2	-0.8	-9	i	-0.5	0.7
O=C(NNc1ccccc1[N+](=O)[O-])Nc1ccccc1	-25	-7	-4	0	-8	1.6	6	i	-0.7	/
CCCCN(C(=O)c1ccc(S(=O)(=O)N(C)C)cc1)c1nc2ccccc2s1	-3	-4	2	-2	1	-0.3	-14	i	-1.5	0.2
Cc1cc(NC(=O)CSc2nc(C(C)C)nc3sc4c(c23)CCCC4)no1	-23	0	-2	1	2	-0.3	-2	i	0.4	-0.9
O=C(NCC(=O)c1ccccc1)OCc1ccc([N+](=O)[O-])cc1	-20	6	-2	-1	-2	2.1	-10	i	7.6	-1.1
O=C(NCc1ccc(F)c(F)c1)C1CCC(=O)N(CC2CCCCC2)C1 (configuration not stated)	-3	-4	2	1	4	-0.7	-1	i	0.2	0.7
O=C(CSCc1ccc(F)cc1)N1CCN(c2ccc(F)cc2)CC1	2	-2	-2	1	-2	-0.3	-4	i	0.5	0.1
CC(C)NC(=O)Nc1ccc2c(c1)C(=O)N([C@H](C)CO)C[C@H](C)[C@@H](CN(C)C(=O)Nc1ccccc1)O2	7	-3	-3	1	-2	-0.2	-6	i	0.4	0.6
NS(=O)(=O)c1ccc(NC(=O)CN2CCN(S(=O)(=O)c3cccs3)CC2)cc1	3	-4	5	0	2	-0.1	15	i	3.2	0.2
Nc1ncnc2c1ncn2C1OC(CO)C(O)C1N (configuration not stated)	0	-2	3	-2	2	-0.2	1	i	-0.4	0.5
CCc1nc2ccccc2n1Cc1ccc(OC)c(OC)c1	2	-3	0	1	-2	-0.3	3	i	6.6	1.0
CCn1c(SCC(=O)NCCc2ccc(OC)c(OC)c2)nc2c([nH]c3ccccc32)c1=O	-3	0	3	-3	2	-0.4	/	i	0.9	1.2
COc1ccc(C)cc1NC(=O)CSc1nnc(-c2ccccn2)n1Cc1ccco1	4	6	-4	1	7	-0.7	-5	i	0.1	0.1
COCCN(C(=O)c1cc(OC)c(OC)c(OC)c1)c1c(N)n(Cc2ccccc2)c(=O)[nH]c1=O	2	-2	12	-5	-4	2.9	2	i	0.7	-0.4
CCOc1nc(NCCc2ccc(OC)c(OC)c2)nc(NC(C)(C)CO)n1	-1	0	0	1	-6	-1.1	0	i	-0.1	1.2
CC1CCN(CC(=O)Nc2ccc(Cl)cc2[N+](=O)[O-])CC1	-21	-2	3	3	6	-0.7	-5	i	1.1	-0.5
Cc1cc(NC(=O)CSc2nc3c(c(=O)n2C)SCC3)no1	-6	0	0	2	-3	-0.4	-1	i	-0.1	1.1
O=C(CSc1nnc(C2COc3ccccc3O2)o1)Nc1nccs1 (configuration not stated)	-1	-1	1	-1	-1	-0.3	-10	i	0.0	/
CCCC(=O)Nc1cc(OC)c(C(=O)OC)cc1Cl	-3	-3	2	-4	5	-1.0	-3	i	-0.1	-0.6
COc1cccc(NC(=O)c2ocnc2C)c1	3	6	-4	0	4	-0.8	-1	i	-0.3	1.3
O=C(CCc1nc2ccccc2[nH]1)Nc1ccc(F)cc1	0	2	-2	0	0	4.9	-5	i	0.5	2.2
CC(=O)Nc1cccc(-c2ccnc3c2CC(C(=O)NCc2cccs2)O3)c1 (configuration not stated)	0	2	1	1	-7	-0.2	/	i	-0.6	1.0
Cc1ccc2nsnc2c1S(=O)(=O)N1CCN(C(=O)C2CCCO2)CC1 (configuration not stated)	-19	3	10	5	-2	0.1	-2	i	-0.2	3.2
CC(C)C(=O)NCCc1nc2ccccc2n1CCc1ccccc1	-2	-2	1	2	-2	-0.1	-1	i	0.0	1.9
COc1ccc(OC)c2[nH]c(=O)c(CCNC(=O)C(C)C)cc12	-4	-1	0	-1	5	-0.3	-5	i	-0.7	0.2
CC1(C(=O)N(CC(=O)NC2CCCC2)Cc2ccccc2)CC(=O)N=C2C=CC=CN21 (configuration not stated)	4	1	-1	0	0	-0.4	2	i	-2.1	0.6
O=S(=O)(Nc1cccc(-c2ccc(N3CCCCCC3)nn2)c1)c1ccccc1Cl	-16	50*	-6	2	7	0.8	10	i	6.0	2.1
O=C1CCc2cc(NS(=O)(=O)c3ccc([N+](=O)[O-])cc3)cc3c2N1CCC3	-22	-1	0	-2	-7	-0.2	-9	i	-0.6	-0.9
CNC(=O)CSc1nnc(-c2ccco2)n1-c1cc(C)ccc1C	-4	-8	2	1	5	-0.4	-9	i	-3.6	-1.2
N/C(CCCN1CCCCC1)=N/O	3	-8	-2	0	-3	-0.3	-2	i	-4.7	-1.6
COC(=O)c1ccc(CNC(=O)c2ccccc2C(=O)NCC2(CBr)OCCO2)cc1	-1	0	-1	0	-7	0.3	/	i	1.6	-0.3
NC(=O)C1CCCN(C(=O)c2ccc(S(=O)(=O)N3CCCCCC3)cc2)C1 (configuration not stated)	3	-2	-1	-2	1	-0.2	-7	i	-0.7	-0.2
CC(C)NC(=O)COC(=O)c1cc(=O)[nH]c2ccccc12	-10	1	0	-2	2	0.1	-4	i	-0.8	1.9
N#Cc1ccc(-c2cn(-c3ccccc3)c3[n+]2CCCS3)cc1	-4	0	0	-1	1	0.4	-2	i	-0.5	0.1
O=C(O)CCc1ccc(-c2ccccc2)n1CC(=O)Nc1cccc(C(F)(F)F)c1	-6	2	-8	-1	6	-0.5	-2	i	0.9	-0.2

Record cards (already shown).
`N#Cc1ccc(-c2cn(-c3ccccc3)c3[n+]2CCCS3)cc1` is entered as SUMO1-SIM PPI: -4; NadD inh: 0; DNMT1 block: 0; STEP block: -1; CSN deneddyl inh: 1; Tb MetRS inh: 0.4; Scp1 inh: -2; Rpn11 block: i; LMPTP block: -0.5; MsrA inh: 0.1
`COC(=O)c1ccc(CNC(=O)c2ccccc2C(=O)NCC2(CBr)OCCO2)cc1` is entered as SUMO1-SIM PPI: -1; NadD inh: 0; DNMT1 block: -1; STEP block: 0; CSN deneddyl inh: -7; Tb MetRS inh: 0.3; Scp1 inh: /; Rpn11 block: i; LMPTP block: 1.6; MsrA inh: -0.3

Next section
SMILES	SUMO1-SIM PPI	NadD inh	DNMT1 block	STEP block	CSN deneddyl inh	Tb MetRS inh	Scp1 inh	Rpn11 block	LMPTP block	MsrA inh
CCOC(=O)CC1=C(C(=O)OCC)C(c2cc(OC)c(OC)cc2OC)C(C#N)=C(N)O1 (configuration not stated)	16	8	-1	-2	2	-0.8	-4	i	-1.1	1.9
COC(=O)CNC(=O)CNC(=O)Nc1ccccc1Cl	4	-1	2	1	1	-0.3	-15	i	-1.3	-0.8
Cc1ccccc1-c1nc(CS(=O)(=O)CC(=O)N2CCCCC2)c(C)o1	3	-6	3	0	0	0.0	-2	i	-1.3	1.0
Cn1c(=O)n(Cc2ccccc2Cl)c2ccccc21	2	-3	-2	1	3	-0.8	0	i	1.3	2.7
Cc1cc(S(=O)(=O)N(Cc2ccccc2F)C2CC2)ccc1-n1cnnn1	3	-5	4	0	-10	-1.0	-6	i	-0.8	0.2
CC(O/N=C/c1ccc(OC(F)F)cc1)C(=O)Nc1cccc(S(=O)(=O)N2CCOCC2)c1 (configuration not stated)	4	-9	-4	-2	-1	-0.3	-7	i	2.0	0.1
CCOc1ccc(S(=O)(=O)N2CCOCC2)cc1NC(=O)CN1C(=O)NC(CC)(c2ccccc2)C1=O (configuration not stated)	2	-1	1	-2	-2	-0.3	-4	i	-0.9	0.4
Nc1cc(C(Cl)=C(Cl)Cl)c(S(N)(=O)=O)cc1S(N)(=O)=O	1	5	5	-2	-7	-0.9	-6	i	-0.1	0.1
Nc1c(C(=O)N/N=C/c2ccc(OCc3ccccc3)cc2)cnn1-c1ccccc1	19	-5	51*	13	1	-0.6	5	i	50*	0.3
CC(OC(=O)C1CCCC1)C(=O)Nc1ncc(Cl)cc1Cl (configuration not stated)	-1	-3	4	-3	4	-0.4	-4	i	-0.9	-0.7
Cc1ccc(OC(=O)c2sc3ncn(C)c(=O)c3c2C)cc1	-1	0	1	2	-2	0.0	3	i	1.4	0.2
CCn1ncc(/C=C2/SC(=S)NC2=O)c1C	-11	-3	2	-2	-9	0.1	-5	i	-1.4	2.4
CNS(=O)(=O)c1cccc(C(=O)OCC(=O)N2CCc3ccccc3C2)c1	2	4	23	-2	-1	0.0	6	i	-0.1	0.2
CC(C)C(C)(C#N)NC(=O)COC(=O)C1CCN(S(=O)(=O)c2ccc3c(c2)OCCO3)CC1 (configuration not stated)	3	2	0	-1	2	-0.1	-2	i	-0.7	-0.1
CCN(CC)C(=O)CSc1nc2ccc(NC(=O)CSc3nnc(N)s3)cc2s1	6	8	1	-1	2	-0.4	41	i	3.3	0.0
Cc1nc2ccc(C(=O)N/N=C/c3ccc(O)cc3)cc2[nH]1	8	-4	3	4	0	-1.3	10	i	3.1	3.9
COc1ccc(NS(=O)(=O)c2cn(C)c(=O)n(C)c2=O)cc1	-2	-7	2	-3	-2	0.7	-4	i	-3.0	0.6
Cc1cc(C)nc(NC(N)=NCCc2ccccc2)n1	1	-4	-8	-2	0	-0.4	-10	i	-0.5	-1.2

In a second layout: results already given
CCOc1ccc(S(=O)(=O)N2CCOCC2)cc1NC(=O)CN1C(=O)NC(CC)(c2ccccc2)C1=O (configuration not stated)
- SUMO1-SIM PPI: 2
- NadD inh: -1
- DNMT1 block: 1
- STEP block: -2
- CSN deneddyl inh: -2
- Tb MetRS inh: -0.3
- Scp1 inh: -4
- Rpn11 block: i
- LMPTP block: -0.9
- MsrA inh: 0.4

Nc1cc(C(Cl)=C(Cl)Cl)c(S(N)(=O)=O)cc1S(N)(=O)=O
- SUMO1-SIM PPI: 1
- NadD inh: 5
- DNMT1 block: 5
- STEP block: -2
- CSN deneddyl inh: -7
- Tb MetRS inh: -0.9
- Scp1 inh: -6
- Rpn11 block: i
- LMPTP block: -0.1
- MsrA inh: 0.1
